Source: PubChem BioAssay (National Center for Advancing Translational Sciences (NCATS))
D2 potentiator – HTS Assay for Positive Allosteric Modulators of the Human D2 Dopamine Receptor: Primary Screen for Potentiators; HEK293 T-REx D2, calcium flux, EC20 dopamine potentiation; potentiation, % at 10 µM; 340,000 compounds, 0.34% hits; D(2) dopamine receptor (Homo sapiens), P14416;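 active means potentiation over 3 SD above the plate norm, cut at about 30% in these data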; further: 0% is about no effect
Target sequence (P14416 whole entry, looked up): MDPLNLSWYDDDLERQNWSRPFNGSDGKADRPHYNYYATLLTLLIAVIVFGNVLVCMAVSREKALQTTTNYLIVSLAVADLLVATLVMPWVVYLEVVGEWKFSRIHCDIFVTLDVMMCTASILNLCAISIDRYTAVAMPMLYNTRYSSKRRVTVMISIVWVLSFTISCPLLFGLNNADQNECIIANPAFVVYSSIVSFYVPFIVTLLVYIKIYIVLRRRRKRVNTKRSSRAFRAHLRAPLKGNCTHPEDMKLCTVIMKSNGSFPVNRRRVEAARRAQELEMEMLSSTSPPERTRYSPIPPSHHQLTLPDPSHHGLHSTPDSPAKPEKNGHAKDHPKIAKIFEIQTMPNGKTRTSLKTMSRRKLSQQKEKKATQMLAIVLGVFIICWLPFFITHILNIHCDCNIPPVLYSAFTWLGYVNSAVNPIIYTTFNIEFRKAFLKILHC
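Cells plated with tetracycline inducer and held overnight at 30 C; calcium dye loaded 30–90 min at room temperature; baseline taken, compound added and read 180 s; EC20 dopamine then added and read 180 s.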
D2 antag – HTS Assay for Allosteric Antagonists of the Human D2 Dopamine Receptor: Primary Screen for Antagonists; HEK293 TREx D2 cells, calcium flux, dopamine EC80; inhibition, % at 10 µM; D(2) dopamine receptor (Homo sapiens), P14416; 340,000 compounds, 2% hits; AID 485344, 2010; in the data active means inhibition above about 30%; further: 0% is about no effect
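Calcium mobilization kinetics were recorded at 1 s intervals in tetracycline-induced HEK293 T-REx D2 cells, first for 180 s after compound addition and then 180 s after EC80 dopamine.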
TRHR enhancer – qHTS for Small Molecule Agonists and Allosteric Enhancers of Human TRH Receptor: Primary Screen for Enhancers. Thyrotropin-releasing hormone receptor (Homo sapiens), P34981. TRHR cells, fluo-8 calcium fluorescence, EC20 TRH enhancement. 360,000 compounds, 0.66% hits. enhancement, % at 2 µM; in the data active means enhancement above about 30%; further: 0% is about no effect
Target sequence (P34981 whole entry, looked up): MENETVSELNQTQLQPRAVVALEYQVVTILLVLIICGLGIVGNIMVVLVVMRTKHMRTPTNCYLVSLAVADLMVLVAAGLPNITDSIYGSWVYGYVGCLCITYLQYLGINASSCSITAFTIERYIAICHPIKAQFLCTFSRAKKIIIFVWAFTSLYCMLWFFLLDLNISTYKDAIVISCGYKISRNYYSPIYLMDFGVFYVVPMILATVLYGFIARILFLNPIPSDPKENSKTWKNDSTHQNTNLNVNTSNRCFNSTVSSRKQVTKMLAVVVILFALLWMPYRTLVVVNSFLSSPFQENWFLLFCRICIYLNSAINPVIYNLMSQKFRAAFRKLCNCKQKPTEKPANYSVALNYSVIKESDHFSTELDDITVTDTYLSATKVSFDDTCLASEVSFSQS
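Enhancer read-out: after compound pinning and an initial kinetic agonist-mode read, an EC20 of TRH (10 nM final) was injected and fluo-8 calcium signal (Ex 480/Em 530) followed at 1 s/cycle for 100 cycles in TRHR-expressing cells.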
RXFP1 antag – qHTS Assay for Antagonists of the Relaxin Receptor RXFP1 | AID 1259400, 2018 | 350,000 compounds, 0.59% hits | activity change, negative = inhibition, % at 57.5 µM | HEK293-RXFP1, relaxin-stimulated cAMP HTRF, 30 min; active compounds read low | Relaxin receptor 1 (Homo sapiens), Q9HBX9;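 active means activity change of -60% or lower, but not beyond a set lower limit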; further: on the % scale 0 is the no-effect control and ±100 the full control effect
D1 ag – Allosteric Agonists of the Human D1 Dopamine Receptor: qHTS | D(1A) dopamine receptor (Homo sapiens), P21728 | HEK293 T-REx D1 cells, calcium flux, agonist mode | activation, % at 2 µM | 360,000 compounds, 1% hits | AID 504660, 2011; further: 0% is about no effect
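Inducible HEK293 T-REx D1 cells, force-coupled to calcium signalling, were plated at 4000 cells/well with tetracycline and held overnight at 30 C. After no-wash calcium dye loading, compound-evoked calcium rise over 180 s flagged agonists.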
D1 potentiator – Potentiators of Human D1 Dopamine Receptor: qHTS | HEK293 TREx D1 cells, calcium flux, dopamine EC20 potentiation | potentiation, % at 10 µM | 360,000 compounds, 0.036% hits; in the data active means potentiation above about 30%; further: 0% is about no effect
D2 ag – HTS Assay for Allosteric Agonists of the Human D2 Dopamine Receptor: Primary Screen for Agonists. D(2) dopamine receptor (Homo sapiens), P14416. HEK293 T-REx D2 cells, calcium flux agonist mode. activation, % at 2 µM. 340,000 compounds, 0.53% hits;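 active means activation over 3 SD above normal in the single-dose calcium agonist read, cut at about 30% in these data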; further: 0% is about no effect
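Tetracycline-induced HEK293 Trex cells with D2 receptor force-coupled to calcium signaling, plated overnight at 30 C and loaded with no-wash calcium dye. Calcium flux read kinetically for 180 s after compound addition; responses flag agonists.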
TRHR agonist – qHTS for Small Molecule Agonists and Allosteric Enhancers of Human TRH Receptor: Primary Screen for Agonists | Thyrotropin-releasing hormone receptor (Homo sapiens), P34981 | TRHR cells, calcium flux fluo-8, FDSS agonist mode | activation, % at 2 µM | 360,000 compounds, 0.18% hits; further: 0% is about no effect
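Fluo-8-loaded TRHR cells; 10 s baseline, compound added, kinetic Ca2+ fluorescence read 1/s, agonist mode.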
D1 antag – Antagonist of Human D 1 Dopamine Receptor: qHTS. D(1A) dopamine receptor (Homo sapiens), P21728. 360,000 compounds, 3.2% hits. HEK293 TREx D1 cells, calcium flux, dopamine EC80; active compounds read low. activity change, negative = inhibition, % at 10 µM; in the data active means activity change below about -30%; further: on the % scale 0 is the no-effect control and ±100 the full control effect
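After overnight tetracycline induction at 30 C, force-coupled D1 HEK293 cells took up a no-wash calcium dye at room temperature. Compounds were added and monitored 180 s, and the response to EC80 dopamine was then recorded.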
Numbers without * were called inactive; · = no result given. Unless noted, no stated cut-off is given here; in the data, active means activation above about 30%; inactive means the rest.

A first look, 4 compounds:
SMILES	D2 potentiator	D2 antag	TRHR enhancer	RXFP1 antag	D1 ag	D1 potentiator	D2 ag	TRHR agonist	D1 antag
CCc1nnc(NC(=O)CSc2nnc(-c3ccoc3C)n2-c2ccc(C)cc2)s1	-8.3	-2.8	-2.2	10.5	1.0	-7.2	-0.4	-1.4	-19.1
Cc1nn(C)c(Cl)c1/C=C/C(=O)O	7.0	8.9	-4.0	-4.5	3.8	-1.8	-0.4	-1.3	6.6
COc1ccc(C2OC(=O)C(C)(C)C(=O)C2(C)C)cc1OC (stereo not drawn)	18.2	-4.8	-0.1	-0.5	1.0	-2.7	5.3	0.2	3.4
CCCN(CCC)c1nc(Cl)nc(NCCN2CCOCC2)n1	8.8	-16.9	3.1	7.2	4.9	-3.0	1.2	0.2	8.0

This part in full, from the first entry:
SMILES	D2 potentiator	D2 antag	TRHR enhancer	RXFP1 antag	D1 ag	D1 potentiator	D2 ag	TRHR agonist	D1 antag
CCc1nnc(NC(=O)CSc2nnc(-c3ccoc3C)n2-c2ccc(C)cc2)s1	-8.3	-2.8	-2.2	10.5	1.0	-7.2	-0.4	-1.4	-19.1
Cc1nn(C)c(Cl)c1/C=C/C(=O)O	7.0	8.9	-4.0	-4.5	3.8	-1.8	-0.4	-1.3	6.6
COc1ccc(C2OC(=O)C(C)(C)C(=O)C2(C)C)cc1OC (stereo not drawn)	18.2	-4.8	-0.1	-0.5	1.0	-2.7	5.3	0.2	3.4
CCCN(CCC)c1nc(Cl)nc(NCCN2CCOCC2)n1	8.8	-16.9	3.1	7.2	4.9	-3.0	1.2	0.2	8.0
CCN(CC(=O)Nc1ccc(NC(C)=O)cc1)C(=O)Cc1ccccc1F	-11.9	-5.5	-6.3	-1.8	1.0	3.9	0.8	0.8	2.7
C=CCN1CCN(C(c2ccccc2)c2nnnn2CCC(C)C)CC1 (stereo not drawn)	5.4	5.2	-2.1	8.3	2.4	-3.1	0.3	-0.1	-1.6
COc1ccc(CN(Cc2cc3cc4c(cc3[nH]c2=O)OCO4)C(=O)NC2CCCCC2)cc1	13.0	-6.5	0.8	-26.8	2.5	-2.2	-2.6	-0.7	-9.4
CC(C)CN1C(=O)C(=Nc2cccnc2)c2ccccc21	-5.4	8.0	8.6	·	1.2	-4.2	0.0	-0.3	-16.1
CCOC(=O)C1=C(C)NC(=O)NC1c1ccc(OC(C)C(=O)O)c(OC)c1 (stereo not drawn)	11.1	0.6	-4.2	2.3	2.1	-4.3	-0.4	-0.2	0.4
Cc1ccc(-c2nc(SCC(=O)NCC3CCCO3)c3c(=O)n(C)c(=O)n(C)c3n2)cc1 (stereo not drawn)	-0.9	·	0.3	2.8	3.4	0.1	-0.1	0.2	-13.7
Cc1cc2nc(CO)[nH]c2cc1C	-13.9	-8.5	3.5	-0.6	0.5	2.8	0.7	-0.5	-3.6
CCCNS(=O)(=O)c1ccc(OCC(=O)NCC2CCCO2)cc1 (stereo not drawn)	0.4	5.0	-2.3	-10.5	1.5	-1.6	-0.4	0.4	4.4
COC(=O)c1c(C(=O)OC)c(-c2cccc(F)c2)n2c1CS(=O)C2 (stereo not drawn)	-7.8	-2.6	0.0	6.8	2.4	-9.4	1.0	1.8	-3.0
C=CCOc1cccc(C(=O)N2CCCC(Nc3ccc4c(c3)OCCO4)C2)c1 (stereo not drawn)	-10.5	7.2	-6.6	-14.1	0.5	-7.4	0.4	1.1	0.3
Cc1ccsc1C(=O)NCC(=O)OCc1ccccc1	-0.6	2.5	-6.9	4.7	2.6	-7.5	-0.7	-1.5	-30.2*
COc1ccc(C(=O)Nc2c(-c3ccccc3)nc3ccccn23)c(OC)c1	0.9	23.9	10.3	-2.9	2.5	2.9	-1.9	-1.3	-4.3
O=c1c2c(nc3nc(NCc4cccc5ccccc45)[nH]n13)CCC2	-6.5	-8.6	-1.0	4.6	5.3	-1.8	0.2	1.2	5.6
CC(C(=O)c1c[nH]c(C(=O)N=CN(C)C)c1)c1ncc(C(F)(F)F)cc1Cl (stereo not drawn)	4.9	-20.0	-5.6	3.0	6.4	-3.6	2.8	-0.2	-12.2
COc1ccc(CN2CCC(N3CC(C)OC(C)C3)CC2)c(OC)c1 (stereo not drawn)	5.3	-3.7	2.8	-1.1	1.6	0.6	-0.4	0.0	8.3
CCOc1ccc(OCC)c(S(=O)(=O)NC2CC(C)(C)NC(C)(C)C2)c1	10.1	-26.8	2.3	3.6	2.8	-2.6	5.2	0.1	5.4
OCCC1CN(Cc2cccn2-c2ccccn2)CCN1Cc1ccccc1 (stereo not drawn)	11.9	16.7	1.4	0.0	0.9	2.0	0.6	0.2	3.7
CCOCCn1c(N2CCCC2)nc2c1c(=O)[nH]c(=O)n2C	-3.5	1.1	-4.5	18.3	-0.4	-0.9	0.4	-0.2	-7.4
O=C1c2ccccc2C(=O)C1c1nccc2ccccc12	24.4	-14.6	12.8	-7.3	3.5	-0.2	0.0	1.3	2.4
CCN(CC)CCNC(=O)NC1CCCCC1	3.1	1.5	2.4	-3.1	3.2	-1.5	0.7	0.4	-14.6
O=C(NCc1ccc2c(c1)OCO2)C1CCC(=O)N1C1CCCC1 (stereo not drawn)	12.1	-11.7	2.1	-6.3	0.0	-2.5	-0.1	-0.2	-6.2
CCN(CC)c1ccc(NC(=O)c2ccco2)cc1	-4.9	-3.7	-1.7	-16.2	-0.3	-1.6	0.1	-0.2	-0.5
CC(=Nc1ccc(O)cc1)c1sc2ccccc2c1O	13.2	21.2	13.4	-4.1	53.3*	1.1	9.2	13.0	0.3
Cc1nc(SCC(=O)Nc2ccc3c(c2)OCCO3)c2oc3ccccc3c2n1	-10.7	-10.7	-4.4	7.3	4.3	-0.9	-0.7	-0.3	-6.7
COCCCNC(=S)NNC(=S)Nc1ccc(F)cc1F	-6.1	12.2	3.3	15.9	2.3	-4.2	0.3	-0.5	11.6
Cc1cccc(Nc2ccc(C(=O)N3CCOCC3)cn2)c1	3.9	-10.1	5.0	-0.5	3.2	-5.7	0.5	-1.7	-0.7
CCN1CCN(c2csc3ccc(C)cc3c2=O)CC1	-1.7	·	-4.0	3.7	0.7	3.5	-0.6	0.0	2.5
CCOc1ccc(OCC)c(NC(=O)CCc2nc3cccnc3n2-c2ccccc2)c1	12.7	·	5.1	-10.6	2.4	-0.8	-1.0	-1.4	-9.1
COc1cccc(NC(=O)CS(=O)(=O)c2cn(CC(=O)N3CCOCC3)c3ccccc23)c1	-1.4	1.4	-0.5	-5.4	2.5	-2.7	0.8	0.1	-20.1
Clc1ccc(CN2CCN(/N=C/c3ccco3)CC2)cc1	-20.2	-9.5	4.0	-17.4	2.4	-1.2	0.1	0.2	-5.9
CC(C)CNC(=O)CN1C(=O)NC2(CCc3ccccc32)C1=O (stereo not drawn)	14.4	-18.7	1.0	0.5	1.8	-7.2	-0.2	0.0	-0.5
BrC(=C\c1ccccc1)/C=N/N1CCN(c2ccccn2)CC1	-8.0	-4.0	1.4	·	3.2	-4.5	8.8	-1.2	-31.8*
COc1ccc(C(C)=O)cc1COc1ccc(Cl)cc1Cl	6.2	-9.5	-3.1	-14.1	11.2	-3.8	0.0	0.5	-5.1
C/C(=N\NC(=S)NC(C)C)c1ccc(Cl)c([N+](=O)[O-])c1	2.2	-10.9	-4.3	4.6	4.7	4.5	2.2	-0.6	-2.3
Cc1sc(NC(=O)Cn2[nH]c(=O)c3ccccc3c2=O)nc1-c1ccccc1	8.6	20.4	27.7	-10.0	0.0	-4.5	1.7	0.7	-7.0
COc1cccc(CN2CCNC(=O)C2CC(=O)NC2CCOCC2)c1OC (stereo not drawn)	-1.5	·	-8.9	-5.8	1.7	5.9	·	0.2	29.5
COC(=O)c1ccc(NC(=O)Cn2c(=O)nc(-c3ccccc3)c3ccccc32)cc1	0.6	·	-0.1	-8.3	2.8	0.8	6.0	0.4	6.0
O=S1(=O)CCOCCCN1Cc1cccc(F)c1	-11.3	9.9	-7.2	·	0.6	-3.0	0.3	0.1	1.9
CCCCCn1c(NCc2ccco2)nc2ccccc21	-1.2	34.0*	-3.1	·	1.6	-2.8	-0.5	-0.6	-1.7
O=c1cc(C(F)(F)F)nc(-c2ccccc2OC(F)(F)F)[nH]1	-8.1	-5.4	-4.7	-3.7	0.8	-1.1	0.3	-0.3	-23.8
O=C(CSc1n[nH]c(-c2ccncc2)n1)NCCc1ccccc1	5.3	12.3	-1.3	-7.3	0.1	-2.5	0.5	0.2	-8.5

Three of the compounds above, bar-delimited:
compound | D2 potentiator | D2 antag | TRHR enhancer | RXFP1 antag | D1 ag | D1 potentiator | D2 ag | TRHR agonist | D1 antag
C/C(=N\NC(=S)NC(C)C)c1ccc(Cl)c([N+](=O)[O-])c1 | 2.2 | -10.9 | -4.3 | 4.6 | 4.7 | 4.5 | 2.2 | -0.6 | -2.3
Cc1sc(NC(=O)Cn2[nH]c(=O)c3ccccc3c2=O)nc1-c1ccccc1 | 8.6 | 20.4 | 27.7 | -10.0 | 0.0 | -4.5 | 1.7 | 0.7 | -7.0
COc1cccc(CN2CCNC(=O)C2CC(=O)NC2CCOCC2)c1OC (stereo not drawn) | -1.5 | · | -8.9 | -5.8 | 1.7 | 5.9 | · | 0.2 | 29.5

More records:
SMILES	D2 potentiator	D2 antag	TRHR enhancer	RXFP1 antag	D1 ag	D1 potentiator	D2 ag	TRHR agonist	D1 antag
CC(=O)N1c2ccc(S(=O)(=O)N3CCC(C(=O)NCc4ccc(N(C)C)cc4)CC3)cc2CC1C (stereo not drawn)	-6.1	-10.7	-4.8	0.8	0.6	-6.0	-0.5	-0.6	-0.3
Cc1ccc(C(=O)CCC(=O)OCC(=O)Nc2c(C)nn(-c3ccccc3)c2C)cc1	0.9	6.5	14.8	9.0	2.6	-7.0	0.3	-0.3	2.1
O=C(CN(Cc1ccc(F)cc1)C(=O)CCC(=O)Nc1nccs1)NCc1ccccc1	12.9	23.7	-2.3	3.2	1.9	-7.2	-0.2	0.1	-91.5*
O=C(c1cccc(F)c1)N1CCN(C(=O)c2cc3nc(-c4ccco4)cc(C(F)(F)F)n3n2)CC1	3.8	-7.0	-0.2	-17.0	3.5	·	2.2	-1.1	4.7
Cc1nn(C(C)(C)C)c(OC(=O)c2ccc(Br)o2)c1Sc1ccccc1	-28.0	3.2	4.7	-5.9	0.8	-0.9	-0.8	-0.5	-2.6
Cc1ccc(Sc2ccc(N3CCCC(C(=O)Nc4ccc(F)c(Cl)c4)C3)nn2)cc1 (stereo not drawn)	-3.0	·	-2.7	·	1.0	1.7	0.9	0.5	2.5
O=C(CSc1nc2ccccc2nc1N1CCCCC1)Nc1ccc(F)cc1	-4.5	-5.7	1.1	-27.3	8.1	2.2	0.5	0.2	11.0
